# Bioassay records deposited in PubChem BioAssay by The Scripps Research Institute Molecular Screening Center.
# GalR3 antagonist: human GalR3 antagonism | O60755 | HEK293 GalR3-CNG cAMP membrane potential fluorescence; galR3 body fused to GalR1 C-terminus | inhibition, % at 3 µM | actives 0.44% (n = 360,000) | AID 651719;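 active = inhibition above the screen-wide average plus 3 SD, cut at about 13% in these data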;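 also: forskolin and galanin both at EC90 stimulate the cells; cAMP rise reported by CNG channel membrane potential dye signal; 0% = forskolin plus galanin with DMSO and 100% = forskolin alone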
# Target sequence (O60755 1-299 limits assumed): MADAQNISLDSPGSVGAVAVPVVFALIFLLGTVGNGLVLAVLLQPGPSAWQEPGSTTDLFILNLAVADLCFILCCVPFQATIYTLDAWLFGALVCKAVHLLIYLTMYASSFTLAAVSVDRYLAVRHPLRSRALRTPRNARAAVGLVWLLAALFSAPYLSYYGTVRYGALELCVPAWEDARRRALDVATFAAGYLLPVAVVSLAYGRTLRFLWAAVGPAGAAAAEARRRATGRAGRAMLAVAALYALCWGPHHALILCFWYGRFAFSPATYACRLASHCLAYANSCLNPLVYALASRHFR
# V1R ag counter: counter-screen for oxytocin receptor agonists: human V1a receptor agonists | P37288 | CHO-V1R cells, Fluo-8 calcium fluorescence, agonist mode; 0% DMSO, 100% 3 nM vasopressin | activation, % at 3 µM | actives 0.25% (n = 320,000);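 active = activation above the mean activation of all tested compounds plus 3 SD, per screening run, cut at about 20% in these data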;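 also: signal is peak over basal fluorescence ratio across a 100 second FLIPR read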
# Target sequence (P37288 whole entry, looked up): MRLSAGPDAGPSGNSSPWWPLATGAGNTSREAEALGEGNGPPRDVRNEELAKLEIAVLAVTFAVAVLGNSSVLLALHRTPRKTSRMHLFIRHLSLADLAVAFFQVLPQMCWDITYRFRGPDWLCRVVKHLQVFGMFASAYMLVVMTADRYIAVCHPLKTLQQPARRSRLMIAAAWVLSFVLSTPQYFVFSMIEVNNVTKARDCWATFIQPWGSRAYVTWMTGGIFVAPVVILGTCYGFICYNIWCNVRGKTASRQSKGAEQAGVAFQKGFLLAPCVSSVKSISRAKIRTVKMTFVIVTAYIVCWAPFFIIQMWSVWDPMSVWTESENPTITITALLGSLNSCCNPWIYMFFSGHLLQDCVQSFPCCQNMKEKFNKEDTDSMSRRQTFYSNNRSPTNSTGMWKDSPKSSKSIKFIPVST
# OXTR ag: agonists of human oxytocin receptor | P30559 | actives 0.32% (n = 320,000) | AID 2435 | CHO-OTR cells, Fluo-8 calcium fluorescence; normalized: DMSO 0%, oxytocin 100% | activation, % at 3 µM;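 active = activation above the mean of all tested compounds plus 3 SD, cutoff set per screening run, cut at about 20% in these data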;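 also: peak over basal fluorescence ratio from a 100 s FLIPR kinetic read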
# Target sequence (P30559 whole entry, looked up): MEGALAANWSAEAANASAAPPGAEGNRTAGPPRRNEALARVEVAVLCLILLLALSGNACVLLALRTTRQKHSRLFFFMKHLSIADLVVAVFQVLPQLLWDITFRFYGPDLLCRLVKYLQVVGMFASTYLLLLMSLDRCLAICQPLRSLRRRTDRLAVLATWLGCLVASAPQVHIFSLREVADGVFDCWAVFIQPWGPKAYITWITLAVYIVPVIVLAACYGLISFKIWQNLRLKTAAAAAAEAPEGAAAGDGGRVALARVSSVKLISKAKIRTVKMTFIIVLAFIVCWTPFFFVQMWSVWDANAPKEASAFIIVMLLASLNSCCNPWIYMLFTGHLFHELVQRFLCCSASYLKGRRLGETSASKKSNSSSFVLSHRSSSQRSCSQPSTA
# An asterisk follows results filed as active.
# Each structure is followed by: GalR3 antagonist, V1R ag counter, OXTR ag
> O=C(Cc1csc(-c2cccc(Cl)c2)n1)Nc1cccc(S(=O)(=O)NC2=NCCC2)c1
    -4, 2.5, -0.7
> C=CC(=O)Nc1cccc(Oc2ncnc3[nH]cc(-c4cnc5ccccc5c4)c23)c1
    1, -0.2, 0.1
> CN(Cc1ccc2c(c1)OCO2)C(=O)c1cc(-c2ccccc2)c(N2CCOCC2)s1
    -1, -0.5, -1.7
> CCCCn1c(N)c(N(CC(C)C)C(=O)CN2C(=O)NC3(CC(C)CC(C)(C)C3)C2=O)c(=O)[nH]c1=O (stereo not drawn)
    -4, -0.7, 0.1
> CCOc1ccc(S(=O)(=O)Nc2cccc(C(=O)NCC(C)(C)N3CCOCC3)c2)cc1
    2, 1.1, 1.3
> Cn1nc(C(=O)NCC2COc3ccccc3O2)c2ccccc2c1=O (stereo not drawn)
    -2, 1.6, -1.4
> O=C1c2ccccc2NC(c2ccc(-c3cccc(F)c3)o2)N1O (stereo not drawn)
    -6, 0.5, 0.8
> Cc1ccc(NC(=O)C2CCN(S(=O)(=O)c3ccc4c(c3)OCCCO4)CC2)nc1
    1, 2.5, 1.0
> Cc1ccc(NS(=O)(=O)c2ccc(C(=O)NNC(=O)c3ccccc3O)cc2)cc1
    2, 2.7, 2.2
> COc1ccc(C(=O)Nc2ccc3nc(N4CCOCC4)sc3c2)cc1OC
    -5, 0.3, -0.3
> C[C@H](CO)N1C[C@H](C)[C@@H](CN(C)C(=O)Nc2ccc3c(c2)OCO3)Oc2c(NC(=O)Nc3ccc(C(F)(F)F)cc3)cccc2C1=O
    -6, 6.8, 5.5
> CCN(CC)S(=O)(=O)c1ccc(C)c(NC(=O)CSc2nnnn2C)c1
    -4, 1.0, 1.0
> C=CCn1c(SCC(=O)Nc2ccc(NC(C)=O)cc2)nc2sc(C)c(C)c2c1=O
    -1, 1.5, 4.1
> O=C(CNc1ccc(Br)cc1)Nc1ccc(S(=O)(=O)N2CCCC2)cc1
    -7, 9.3, 11
> CC1(C)CC(=O)C(=Cc2cn(-c3ccccc3)nc2-c2ccccc2)C(=O)C1
    -5, 0.1, 0.0
> COc1ccc(NC(=O)N(C)C[C@H]2Oc3c(NC(=O)Cc4ccccc4)cccc3C(=O)N([C@H](C)CO)C[C@@H]2C)cc1
    -1, 0.8, 0.9
> CCN(c1ccccc1)S(=O)(=O)c1ccc(C(=O)Nc2cccc(NC(C)=O)c2)cc1
    -9, 1.3, 1.4
> CC[C@]12c3[nH]c4ccccc4c3CCN1C(=O)C(CC(=O)NCCc1ccccn1)C[C@@H]2C(=O)N1CCN(C(=O)c2ccco2)CC1 (stereo partly drawn)
    -5, 1.3, 0.8
> O=C(COc1ccc(Cl)c2cccnc12)N1CCOCC1
    -4, 0.0, 0.6
> COC(=O)[C@@]12CCCCN1[C@H](c1ccc(-c3ccc(F)cc3)cc1)[C@@H]1C(=O)N(C)C(=O)[C@@H]12
    -7, 1.3, 0.7
> Cc1ccn2c(=O)nc(SCC(=O)N3CCCCC3)nc2c1
    -3, -0.7, 0.5
> CC1CN(C(=O)COC(=O)/C=C/c2cccc([N+](=O)[O-])c2)CC(C)O1 (stereo not drawn)
    3, 0.4, 0.5
> COC(=O)[C@@]12CCCCN1[C@H](c1ccc(-c3ccc(C(C)=O)cc3)cc1)[C@H]1C(=O)N(C)C(=O)[C@H]12
    -4, 0.6, 0.4
> CN(C)S(=O)(=O)c1ccc(Cl)c(NC(=O)COC(=O)CCC2CCCCC2)c1
    -1, 5.5, 3.0
> CCOc1ccccc1N1CCN(C(=O)c2ccccc2OCc2c(C)noc2C)CC1
    0, 0.1, -1.2
> CCCn1c(N)c(C(=O)COC(=O)CCNS(=O)(=O)c2ccccc2F)c(=O)[nH]c1=O
    2, -0.2, -0.9
> CCOc1ccccc1N1CCN(C(=O)CSc2ccc3c(c2)OCCO3)CC1
    -3, 4.0, 2.7
> CC(Sc1nnnn1C1CC1)C(=O)N1c2ccccc2NC(=O)C1(C)C (stereo not drawn)
    -7, 1.0, 0.5
> COc1ccc(NC(=O)c2cc(-c3ccc(C)o3)nc3ccccc23)cc1
    1, 12, -3.4
> O=C(Nc1ccccn1)c1cccc(S(=O)(=O)N2CCc3ccccc3C2)c1
    -1, -0.2, -1.6

# Record cards, as listed above. Screens in order: GalR3 antagonist | V1R ag counter | OXTR ag
# CC1(C)CC(=O)C(=Cc2cn(-c3ccccc3)nc2-c2ccccc2)C(=O)C1 reads -5 | 0.1 | 0.0
# C[C@H](CO)N1C[C@H](C)[C@@H](CN(C)C(=O)Nc2ccc3c(c2)OCO3)Oc2c(NC(=O)Nc3ccc(C(F)(F)F)cc3)cccc2C1=O reads -6 | 6.8 | 5.5
# C=CCn1c(SCC(=O)Nc2ccc(NC(C)=O)cc2)nc2sc(C)c(C)c2c1=O reads -1 | 1.5 | 4.1
# Cc1ccc(NS(=O)(=O)c2ccc(C(=O)NNC(=O)c3ccccc3O)cc2)cc1 reads 2 | 2.7 | 2.2
# CN(C)S(=O)(=O)c1ccc(Cl)c(NC(=O)COC(=O)CCC2CCCCC2)c1 reads -1 | 5.5 | 3.0

# The listing picks up, repeating the two entries before the break.
# Each structure is followed by: GalR3 antagonist, V1R ag counter, OXTR ag
> COc1ccc(NC(=O)c2cc(-c3ccc(C)o3)nc3ccccc23)cc1
    1, 12, -3.4
> O=C(Nc1ccccn1)c1cccc(S(=O)(=O)N2CCc3ccccc3C2)c1
    -1, -0.2, -1.6
> Cc1ccc(C(=O)NNC(=O)c2ccncc2)cc1S(=O)(=O)N1CCCCC1
    0, 0.5, -0.1
> Cc1nnc(SCC(=O)N2CCN(c3cccc(Cl)c3)CC2)n1C1CC1
    -4, 0.8, -0.1
> Cc1cc(C(=O)Nc2cccc3c2O[C@H](CN(C)CC2CC2)[C@@H](C)CN([C@H](C)CO)C3=O)n(C)n1
    1, 0.5, 1.2
> COc1ccc(S(=O)(=O)NCC(c2ccc(C)cc2)N2CCN(C)CC2)cc1 (stereo not drawn)
    -6, 0.2, 0.7
> COc1ccc(Cc2nnc(NC(=O)C3CC(=O)N(c4ccccc4C)C3)s2)cc1OC (stereo not drawn)
    -4, -0.7, 1.0
> NC(=O)c1ccc(NC(=O)COC(=O)CNC(=O)c2sc3ccccc3c2Cl)cc1
    -6, 0.8, 0.3
> O=C(Cc1ccc(Cl)cc1)NCCS(=O)(=O)N1CCN(c2ccccc2)CC1
    -5, 3.1, 5.8
> Cc1ccc(C(=O)NCC(=O)OCC(=O)c2ccc(Cl)s2)cc1
    -2, -1.7, -2.3
> COc1ccccc1NC(=O)Nc1nc(CC(=O)Nc2ccc(F)c(F)c2)cs1
    -5, 3.2, 1.6
> O=C(O)c1cccc2c1/C(=N/O)c1ccccc1-2
    -3, 0.9, -0.4
> CCC(C)N(C(=O)CSc1nnc(COc2ccccc2F)n1N)C1CCS(=O)(=O)C1 (stereo not drawn)
    -1, 0.0, -0.4
> Cc1ccc(S(=O)(=O)N2CCCCC2)cc1NC(=O)Cn1cc(C(F)(F)F)ccc1=O
    -4, 2.0, 2.4
> CCN(CC(=O)Nc1ccc(OC)cc1)C(=O)CCc1nc2ccccc2c(=O)[nH]1
    1, -1.2, -1.4
> CC1CCCC(NC(=O)CSc2nnc(-c3cccnc3)n2N)C1C (stereo not drawn)
    -6, -0.5, 0.8
> CN1CCCN(C(=O)CNC(=O)c2ccc(Cl)cc2Cl)CC1
    -3, -0.3, 1.0
> O=C(COC(=O)c1ccc(C(F)(F)F)cc1)Nc1cccc(S(=O)(=O)N2CCCCC2)c1
    -2, 7.6, 5.0
> Cc1ccc(S(=O)(=O)NCC(=O)OCC(=O)N2C(C)CCCC2C)cc1 (stereo not drawn)
    -6, 0.5, -0.6
> O=S(=O)(c1cccs1)N1CCN(CCOc2ccc(Cl)cc2)CC1
    0, 8.5, 10
> COc1cccc(-c2sc3ccc(OC)cc3c2-c2ccc(C(N)=O)cc2)c1
    -3, 0.8, 1.2
> COCCNc1oc(-c2ccccc2Cl)nc1S(=O)(=O)c1ccc(C)cc1
    -9, 0.3, -1.4
> CC(C)c1ccc(S(=O)(=O)N2CCN(CC(O)CN3CCOCC3)CC2)cc1 (stereo not drawn)
    -7, -0.7, 0.8
> CN(CC(=O)Nc1ccc(F)cc1)C(=O)COC(=O)c1cc(S(=O)(=O)N(C)C)ccc1N1CCCC1
    -3, 0.5, -0.5
> Cc1cc(C)c(OCC(=O)OCC(=O)NNC(=O)c2ccccc2F)c(C)c1
    -2, 0.1, -1.6
> CC1(C)CC[C@]2(C(=O)O[C@@H]3OC(CO)[C@@H](O)[C@H](O)[C@H]3O)CC[C@]3(C)C(=CCC4[C@@]5(C)CC[C@H](O[C@@H]6OC(C(=O)O)[C@@H](O)[C@H](O)[C@H]6O)C(C)(C)C5CC[C@]43C)[C@@H]2C1 (stereo partly drawn)
    -6, 10, -0.1
> Cc1ccc(C)c(S(=O)(=O)N2CCCCC2CCNC(=O)C(=O)NCc2ccccn2)c1 (stereo not drawn)
    -4, -1.1, -1.7
> Cc1cc2occ(CC(=O)N(CC(C)C)c3c(N)n(Cc4ccccc4)c(=O)[nH]c3=O)c2cc1C
    -4, -1.4, -0.3
> CC(=O)c1ccc(NC(=O)COC(=O)C2CC3C=CC2C3)cc1 (stereo not drawn)
    -1, 0.8, 1.2
> CN(Cc1cccs1)C(=O)c1cc(S(=O)(=O)N2CCOCC2)ccc1N1CCCC1
    -7, 0.5, -1.5
> CC(NC(=O)CSc1nnc2n1CCCCC2)c1ccccc1Cl (stereo not drawn)
    9, -0.6, -1.0
> CCN(C(=O)CN1C(=O)NC2(CCc3ccccc32)C1=O)C1CCS(=O)(=O)C1 (stereo not drawn)
    -2, 0.5, 0.3
> COc1cc(/C=C/C(=O)OCC(=O)N2CCCc3ccccc32)ccc1OC(F)F
    1, -0.9, -1.4
> C#CCOCCOCCOCCNc1nc(N2CCN(C(=O)[C@H]([C@@H](C)O)n3cc(CCCCN)nn3)CC2)nc(N2CCN(C(=O)[C@H](CCCCN)n3cc(CCCC)nn3)CC2)n1
    -7, 0.2, 0.3
> CN(C(=O)COC(=O)c1ccc2c(c1)OCO2)c1c(N)n(Cc2ccccc2)c(=O)[nH]c1=O
    2, -0.3, -1.7
> COC(=O)[C@]1(Cc2ccccc2)N[C@H](CN(C)C(=O)Nc2ccc(Cl)cc2)[C@@H]2C(=O)N(Cc3ccccc3)C(=O)[C@@H]21
    -6, 5.3, 3.7
> COc1ccc(CNC(=O)COC(=O)c2cc(S(=O)(=O)N3CCOCC3)ccc2O)cc1OC
    -2, 1.0, 0.3
> O=C(Nc1ccc(F)c(S(=O)(=O)N2CCOCC2)c1)C1CCCCC1
    -3, 7.0, 5.5
> O=C1CCN(Cc2ccccc2)C=C1c1ccc(C(F)(F)F)cc1
    -7, 2.5, -0.8
> CCCNC(=O)C(Cc1cccc(Cl)c1)NC(=O)c1ccc(C#N)cc1 (stereo not drawn)
    -9, -0.2, -1.2
> Nc1cc(C(=O)OCC(=O)Nc2ccc(N3CCOCC3)cc2)ccc1Cl
    0, 1.1, 1.5
> CCCCn1c(N)c(N(CC(C)C)C(=O)Cn2c(=O)oc3ccccc32)c(=O)[nH]c1=O
    -3, -0.7, -0.4
> Cc1ccc(C)c(NC(=O)COc2coc(CN3CCc4ccccc4C3)cc2=O)c1
    -3, 4.5, 1.3
> COc1ccc(Cl)cc1NC(=O)CN(C)C(=O)c1ccc2c(c1)CC(c1ccccc1)OC2=O (stereo not drawn)
    -4, 7.8, 0.5
> COCCN(C(=O)CSc1nc2ccccc2o1)c1c(N)n(Cc2ccccc2)c(=O)[nH]c1=O
    -6, -0.5, -1.8
> CC1CN(S(=O)(=O)c2ccc(C(=O)Nc3ccccc3F)cc2)CC(C)O1 (stereo not drawn)
    -6, 1.1, 0.7
> COC(=O)c1c(-c2ccc(OC)cc2)sc2ccc(-c3ccc4c(c3)OCO4)cc12
    3, 2.0, 1.5
> COc1ccc(C(=O)COC(=O)Cc2c[nH]c3ccccc23)c(OC)c1
    -1, -0.4, 1.3
> COc1ccc(NC(=O)CN(C)C(=O)/C=C/c2cn(-c3ccccc3)nc2-c2ccc(C)cc2)cc1
    6, 1.9, 0.9
> CCc1noc(C)c1C(=O)Nc1nc2ccc(S(C)(=O)=O)cc2s1
    3, 1.4, 1.4
> CC(C)N(Cc1ccccc1)C(=O)COC(=O)c1cc[n+]([O-])cc1
    -5, 1.1, 1.1
> COc1ccc(NC(=O)COC(=O)c2ccc3ccccc3n2)c(OC)c1
    -1, -0.1, -0.7
> Cc1ccc(NC(=S)NC(=O)c2cccs2)cc1F
    1, 1.3, -0.7
> CC(Oc1ccc2ccc(=O)oc2c1)C(=O)N1CCOCC1 (stereo not drawn)
    -3, 21*, 0.3
> COc1ccccc1NC(=O)C(C)Sc1nc(-c2ccccc2)cn1N (stereo not drawn)
    -3, -2.0, -1.6
> CCOc1c(Br)cc(C(=O)OCC(=O)N2CCc3ccccc3C2)cc1OC
    -4, 1.8, -0.6
> O=C(c1cc(S(=O)(=O)N2CCOCC2)ccc1F)N(CCc1ccccc1)Cc1ccccc1
    -4, 0.3, -1.2
> O=c1[nH]cc(S(=O)(=O)N2CCCc3ccccc32)c(=O)[nH]1
    -3, 0.2, 0.1
> CN(CC(=O)Nc1c(Cl)cccc1Cl)C(=O)C1CSC2(C)CCC(=O)N12 (stereo not drawn)
    -1, -0.8, -0.6
> Cc1ccc(NC(=O)c2cccc(-n3cnnn3)c2)cc1Cl
    -5, 3.5, 1.2
> Cc1cccc(C(=O)NNC(=O)c2csc(N3CCOCC3)n2)c1C
    0, 0.2, -0.7
> CCOC(=O)C1CCN(C(=O)c2ccc(S(=O)(=O)Nc3ccccc3OC)cc2)CC1
    -3, 7.0, 9.6

# Some of the compounds tested (hit frequency here may not be typical).
